TRPC4 potent = positive allosteric modulators of TRPC4, primary screen, cell-based, mouse TRPC4beta, HEK293 mu-opioid, Fluo-4 calcium; DAMGO EC20, Fluo-4 Ca2+ flux; active compounds read high; B-score at 10 µM; hit rate 0.42% among 310,000;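 active means B-score of calcium response area above 5 SD of library B-scores, with initial fluorescence ratio within 5 SD of library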;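 further: B-score of integrated fluorescence ratio over time as area under calcium response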
Target sequence (Q9QUQ5 whole entry, looked up): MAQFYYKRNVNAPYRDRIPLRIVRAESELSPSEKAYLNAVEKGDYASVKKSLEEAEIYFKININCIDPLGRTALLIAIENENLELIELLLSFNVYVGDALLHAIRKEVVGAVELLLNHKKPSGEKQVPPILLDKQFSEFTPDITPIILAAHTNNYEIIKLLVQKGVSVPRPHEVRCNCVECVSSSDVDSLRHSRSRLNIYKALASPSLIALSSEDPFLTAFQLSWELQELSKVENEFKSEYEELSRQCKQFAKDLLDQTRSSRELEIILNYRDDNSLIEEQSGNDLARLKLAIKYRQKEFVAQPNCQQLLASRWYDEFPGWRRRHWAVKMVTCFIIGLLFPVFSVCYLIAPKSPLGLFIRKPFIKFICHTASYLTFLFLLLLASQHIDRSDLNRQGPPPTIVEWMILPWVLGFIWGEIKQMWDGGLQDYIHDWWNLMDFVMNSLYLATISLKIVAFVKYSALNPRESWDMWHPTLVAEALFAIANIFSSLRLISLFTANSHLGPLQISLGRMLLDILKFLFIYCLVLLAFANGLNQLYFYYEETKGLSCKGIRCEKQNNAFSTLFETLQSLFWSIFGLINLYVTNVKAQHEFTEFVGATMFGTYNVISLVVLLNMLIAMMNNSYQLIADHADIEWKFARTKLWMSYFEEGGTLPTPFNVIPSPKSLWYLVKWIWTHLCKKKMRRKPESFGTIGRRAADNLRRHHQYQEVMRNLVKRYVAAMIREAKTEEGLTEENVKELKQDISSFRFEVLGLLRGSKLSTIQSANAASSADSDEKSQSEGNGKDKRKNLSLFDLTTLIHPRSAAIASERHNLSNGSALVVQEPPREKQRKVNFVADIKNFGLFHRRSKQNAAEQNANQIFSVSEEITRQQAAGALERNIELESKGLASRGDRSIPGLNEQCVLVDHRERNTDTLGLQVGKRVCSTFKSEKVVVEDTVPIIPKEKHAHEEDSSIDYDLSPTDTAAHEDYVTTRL
TRPC4 act = activators of mouse TRPC4 channel, primary screen, Fluo4 calcium, HEK293 TRPC4beta/mu-opioid cells | Short transient receptor potential channel 4 (Mus musculus), Q9QUQ5 | Fluo4 calcium fluorescence; active compounds read high | B-score at 10 µM | hit rate 0.49% among 310,000;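 active means B-score above 5 SD of library B-scores, and initial fluorescence ratio not above library mean plus 5 SD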;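 further: positive B-score marks a calcium rise read as TRPC4 activation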
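System – HEK293 cells stably co-expressing mouse TRPC4beta and mu-opioid receptor · Signal – Fluo4 calcium-sensitive dye fluorescence, kinetic, 1 Hz baseline · Benchmarks – buffer (low) and maximal DAMGO (high) · Read-out – B score of integrated fluorescence ratio per well · Incubation – dye loading 45 min room temperature, 110 s kinetic read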
KCNQ1 pot = potentiators or activators of KCNQ1 channel, primary screen, cell-based, thallium flux, high-throughput; Potassium voltage-gated channel subfamily KQT member 1 (Homo sapiens), P51787; CHO-K1 KCNQ1, thallium flux FluxOR fluorescence; active compounds read high; B-score at 10 µM; hit rate 0.35% among 310,000; AID 2648, 2010;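 active means fluorescence ratio B-score, a plate-corrected score, at least three library SD, with initial intensity B-score within 5 SD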
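Doses: Single concentration per compound, DMSO matched to controls | Test system: KCNQ1-transfected CHO-K1 cells | Timing: 90 min dye loading and 20 min compound exposure, both at room temperature | Measured by: Kinetic FluxOR thallium fluorescence, 10-s 1-Hz baseline, 110-s post-stimulus read | Medium: Assay buffer with matched DMSO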
KCNQ1 block = inhibitors of human KCNQ1 channel, primary screen, cell-based, thallium flux, high-throughput. B-score at 10 µM. hit rate 1.3% among 310,000. CHO-K1 KCNQ1, FluxOR thallium flux fluorescence; active compounds read high;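 active means compounds whose thallium flux B-score, printed positive for inhibition, exceeds three library SD while starting fluorescence stays within three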;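 further: channel opened by potassium depolarization with thallium stimulus after 20 min compound exposure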
KCNK3 block = human KCNK3 channel inhibitors, primary screen, CHO cells, FluxOR thallium flux, B-score; Potassium channel subfamily K member 3 (Homo sapiens), O14649; B-score at 10 µM; FluxOR fluorescence; active compounds read low; hit rate 0.84% among 340,000;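 active means B-score under library mean minus 4 SD, starting fluorescence ratio at most library mean plus 5 SD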;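 further: more negative B-score means stronger inhibition of thallium flux through KCNK3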
DYRK1A inh = rat Dyrk1A kinase inhibitors, primary screen, biochemical, single point, plate reader. ADP-Glo luminescence, NFATc1 peptide. Dual specificity tyrosine-phosphorylation-regulated kinase 1A (Rattus norvegicus), Q63470. hit rate 0.43% among 310,000. inhibition, % at 12.5 µM; in the data active means inhibition above about 50%;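 further: plate controls were vehicle with enzyme for no effect and no enzyme for full effect; many of its hits are not listed in these tables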
TMEM16A act = TMEM16A chloride channel activators or potentiators, primary screen, cell-based, HTS; B-score at 10 µM; Anoctamin-1 (Mus musculus), Q8BHY3; hit rate 0.3% among 340,000; HEK293 TMEM16A/YFP-H148Q/I152L, iodide quench fluorescence; active compounds read low; AID 623877, 2012;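 active means fluorescence-ratio B-score plate-corrected deviation score at least 3 library SD below zero, with starting fluorescence score within 5 deviations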;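 further: channel opened by trigger with iodide after compound preincubation; score built on the fluorescence ratio of max minus min over baseline; more negative score means more quench and so TMEM16A activation or potentiation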
KCNK9 inh = KCNK9 potassium channel inhibitors, primary screen, HEK293 cells, thallium flux; Potassium channel subfamily K member 9 (Homo sapiens), Q9NPC2; FluxOR thallium flux fluorescence; active compounds read low; B-score at 10 µM; hit rate 1.2% among 310,000; AID 488922, 2010;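 active means ratio B-score over 3 SD below the library mean, with starting fluorescence within 5 SD of its mean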;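 further: negative B-score means less thallium flux so channel inhibition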
HDAC3 inhib = HDAC3 deacetylase inhibitors, primary screen, biochemical, fluorescence, cell-free homogeneous; AID 2718, 2010; inhibition, % at 8.3 µM; Histone deacetylase 3 (Homo sapiens), O15379; recombinant HDAC3, fluorogenic peptide/trypsin coupled; hit rate 0.15% among 320,000; in the data active means inhibition above about 26%, passing the limit was not always enough
ANO1 block = TMEM16A chloride channel inhibitors, primary screen, cell-based, HTS; Anoctamin-1 (Mus musculus), Q8BHY3; HEK293 TMEM16A/YFP iodide influx fluorescence, ionomycin; normalized B-score (activity score, 25-100; higher = stronger inhibition) at 10 µM; hit rate 1.2% among 310,000;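 active means ratio plate-corrected score three or more library SD toward inhibition, starting fluorescence score within five deviations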;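 further: score derived from kinetic fluorescence span divided by baseline fluorescence per well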
hERG protect = hERG rescue from dofetilide block, primary screen, cell-based, CHO-hERG, FluxOR thallium flux, dofetilide IC70. Voltage-gated inwardly rectifying potassium channel KCNH2 (Homo sapiens), Q12809. dofetilide IC70 present. activation (rescue from dofetilide block), less the hit threshold, % at 10 µM. hit rate 0.51% among 310,000;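 active means activation above the mean of controls blocked by dofetilide plus 5 SD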;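 further: thallium influx through hERG after potassium depolarization seen as dye fluorescence rise; in these data hits start at about 4.7%; inactives centre near -7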
* hit, by the source's call; i = inactive; / = not tested or not shown. A portion of the library; count on the stated rates, not on these rows.

SMILES | TRPC4 potent | TRPC4 act | KCNQ1 pot | KCNQ1 block | KCNK3 block | DYRK1A inh | TMEM16A act | KCNK9 inh | HDAC3 inhib | ANO1 block | hERG protect
Cc1cc(C)nc(NS(=O)(=O)c2ccc(Br)s2)c1 | i | i | i | i | i | -3.1 | i | i | 3.4 | i | -15.9
COc1ccc(N(CCCN2C(=O)c3cccc4cccc(c34)C2=O)C(=O)c2cccc(OC)c2)cc1 | i | i | i | i | i | -5.0 | i | i | / | i | -9.3
COc1ccc(C2=C(O)C(C)N(c3ccccc3)C2=N)cc1OC (configuration not stated) | i | i | i | i | i | -0.9 | i | i | 4.3 | i | -0.4
COc1ccc(CCCc2nnc(SCC(=O)Nc3nc(C)cs3)n2C)cc1 | i | i | i | i | i | 5.4 | i | i | -2.2 | i | -7.4
Cc1ccc(-c2nn(CCC(=O)NN3CCOCC3)c(=O)c3ccccc23)cc1 | i | i | i | i | i | / | i | i | 8.8 | i | -6.4
CC(C)n1c(O)c(N=NC(=O)CNC(=O)Cc2ccc(Cl)cc2)c2ccccc21 | i | i | i | i | i | 2.5 | i | i | -5.8 | i | -4.9
Cc1ccc(C(C)C)c(OCCOCCN2CCNCC2)c1 | i | i | i | i | i | / | i | i | 3.2 | i | -6.2
COc1ccccc1C(=O)C1CCCN(C(=O)c2ccc3c(c2)OCCO3)C1 (configuration not stated) | i | i | i | i | i | / | i | i | 0.7 | i | -12.5
Cc1ccc(-c2cc(C(=O)Nc3c(C)n(C)n(-c4ccccc4)c3=O)[nH]n2)c(O)c1C | i | i | i | i | i | -4.6 | i | i | 4.1 | i | -19.8
Cc1ccccc1C(=O)NCCCNC(=O)c1ccccc1C | i | i | i | i | i | / | i | i | -2.9 | i | -6.1
Cc1ccc(N2CCN(c3cc(C)nc4nc(C)nn34)CC2)c(C)c1 | i | i | i | i | i | -1.0 | i | i | -0.9 | i | -12.4
CC(OC(=O)c1cnccn1)C(=O)c1ccccc1 (configuration not stated) | i | i | i | i | i | 4.4 | i | i | -9.4 | i | -9.7
COc1ccc(/C=C/C(=O)Nc2nc(C)cc(C)n2)cc1OC | i | i | i | i | i | -3.4 | i | i | 2.5 | i | -8.0
Cc1cc(C)c2nc(SC3CCOC3=O)cc(C)c2c1 (configuration not stated) | i | i | i | i | i | -4.1 | i | i | -0.4 | i | -7.2
CSc1ncc(C(C)=O)c(C)n1 | i | i | i | i | i | 1.6 | i | i | -1.5 | i | -7.5
CCCc1cc(=O)oc2cc(OCC(=O)NCCCn3ccnc3)c(Cl)cc12 | i | i | i | i | i | 5.2 | i | i | -3.9 | i | -8.1
CC(C)n1nc(C(=O)Nc2nc3ccc(S(C)(=O)=O)cc3s2)c2ccccc2c1=O | i | i | i | i | i | 0.7 | i | i | -5.3 | i | -10.0
CCc1cc(Cn2nc(-c3ccccc3)cc2C(=O)NCc2ccc(C)cc2)on1 | i | i | i | i | i | 0.5 | i | i | 15.0 | i | 0.0
CC(=O)c1sc(NC(=O)c2ccc(F)cc2)nc1-c1ccccc1 | i | i | i | i | i | 14.4 | i | i | -2.4 | i | 0.1
O=C(Nc1ccccc1N1CCN(C(=O)c2ccc(Cl)cc2)CC1)c1ccc([N+](=O)[O-])o1 | i | i | i | i | -11* | 2.0 | i | i | 9.8 | i | -14.7
O=C(NCc1ccco1)/C(=C\c1ccco1)NC(=O)c1ccco1 | i | i | i | i | i | -2.3 | i | i | / | i | -9.8
CCCCC(=O)Nc1ccc(N2CCN(C(=O)CC)CC2)cc1 | i | i | i | i | i | 0.5 | i | i | 3.0 | i | -7.9
COc1cc(C(=O)N2CCN(C(=O)C(Cc3cc(C)ccc3C)NC(C)=O)CC2)cc(OC)c1OC (configuration not stated) | i | i | i | i | i | -7.1 | i | i | 0.3 | i | -12.9
CN1CCN(C(=O)CCC(=O)c2ccc(F)cc2)CC1 | i | i | i | i | i | -3.3 | i | i | -2.3 | i | -8.9
CC(C)CNC(=S)NNC(=O)CC(C)O (configuration not stated) | i | i | i | i | i | 3.4 | i | i | 0.0 | i | -20.2
(cont.)
SMILES | TRPC4 potent | TRPC4 act | KCNQ1 pot | KCNQ1 block | KCNK3 block | DYRK1A inh | TMEM16A act | KCNK9 inh | HDAC3 inhib | ANO1 block | hERG protect
Cc1ccc([N+](=O)[O-])cc1-c1ccc(/C=N/NC(=O)CN2CCOCC2)o1 | i | i | i | i | i | 5.4 | i | i | 5.1 | i | -7.0
Cn1nc([N+](=O)[O-])c2c(-c3nc4ccccc4s3)c(N)n(C3CCCCC3)c2c1=O | i | i | i | i | i | 1.1 | i | i | -3.7 | i | -11.0
COC(=O)CNC(=O)c1ccc(C)s1 | i | i | i | i | i | 4.8 | i | i | -1.8 | i | -2.8
CC(C)c1ccc(NC(=O)CN2C(=O)COc3ccc(S(=O)(=O)N4CCOCC4)cc32)cc1 | i | i | i | i | i | -0.8 | i | i | 6.4 | i | -3.0
Cc1ccc(CNC(=O)CCC2CCCN(Cc3ccc4cccc(F)c4n3)C2)o1 (configuration not stated) | i | i | i | i | / | / | / | i | 6.3 | i | -7.3
CC(C)=C1C2CCC1C1C(=O)N(c3ccc4c(c3)OCO4)C(=O)C21 (configuration not stated) | i | i | i | i | i | -5.3 | i | i | 0.3 | i | 2.2
CN(C)c1ccnc2sc(C(=O)c3ccccc3)c(N)c12 | i | i | i | i | i | 16.4 | i | i | 1.7 | i | -10.6
CCSC1=C(C#N)C2(CCCCC2)C(C#N)=C(N)N1 | i | i | i | i | i | 3.0 | i | i | -1.3 | i | -21.0
c1ccc2nc(-c3ccc(N4CCOCC4)cc3)ccc2c1 | i | i | i | i | i | -3.3 | i | i | -6.9 | i | -14.7
CC(C)c1cc(NCc2ccccn2)n2c(nc3ccccc32)c1C#N | i | i | i | i | i | 16.0 | i | i | -9.0 | i | -13.3
COc1ccc2nc(NC3=NC(C(=O)Nc4ccc(C)cc4)CC(=O)N3)nc(C)c2c1 (configuration not stated) | i | i | i | i | / | / | / | i | 1.1 | i | -9.3
CCOCCCNC(=O)NC12CC3CC(CC(C3)C1)C2 | i | i | i | i | i | -6.5 | i | i | -0.9 | i | -6.4
CCCCn1c(N)c(N(CC(C)C)C(=O)c2ccc(S(=O)(=O)N3CCC(C)CC3)cc2)c(=O)[nH]c1=O | i | i | i | i | i | 11.1 | i | i | 2.5 | i | -18.4
CCCCOc1ccc(-c2cnc3ccccc3n2)cc1 | i | i | i | i | i | 2.5 | i | i | 0.1 | i | -0.5
CC12CC(NC(=O)N1c1cccc(C(=O)N3CCN(c4ccccc4)CC3)c1)c1ccccc1O2 (configuration not stated) | i | i | i | i | i | 1.0 | i | i | 6.3 | i | -3.7
COc1ccccc1NC(=O)c1cccc(N2C(=O)C3C4C=CC(C4)C3C2=O)c1 (configuration not stated) | i | i | i | i | i | 6.3 | i | i | 3.3 | i | -7.7
O=C(COC(=O)CNC(=O)c1ccc(Cl)cc1Cl)NC1CCCCC1 | i | i | i | i | i | 2.1 | i | i | 0.1 | i | -4.3
CCn1c(CCNC(=O)c2cccs2)nnc1SCC(=O)c1ccc(OC)cc1 | i | i | i | i | i | 0.3 | i | i | 26.6* | i | -5.5
CCN1CCN(C(=O)CCN2C(=O)COc3ccc(C)cc32)CC1 | i | i | i | i | i | 2.8 | i | i | -1.7 | i | -2.5
CCOC(=O)/C=C1\NC(C)(C)Cc2cc(OC)c(OC)cc21 | i | i | i | i | i | 1.9 | i | i | 7.6 | i | -7.8
CN(CC(=O)NCCc1ccc(S(N)(=O)=O)cc1)Cc1ccc(Cl)cc1Cl | i | i | i | i | i | 6.1 | i | i | 3.9 | i | -2.3
CCc1nn2cc(C(=O)c3cc(C)ccc3O)cnc2c1-c1ccc(F)cc1 | i | i | i | i | i | -3.4 | i | i | / | i | -5.0
COc1ccc(CCNC(=O)c2ccc(OCC(=O)N3CCOCC3)c(OC)c2)cc1 | i | i | i | i | i | -0.5 | i | i | 5.8 | i | -18.6
NC(=O)CCN(C1CCCCC1)S(=O)(=O)c1cccc2nsnc12 | i | i | i | i | i | 0.8 | i | i | 0.5 | i | -3.8
CN1CCN(C(CNC(=O)C(=O)NC2CCCC2)c2ccc(F)cc2)CC1 (configuration not stated) | i | i | i | i | i | -6.1 | i | i | 6.6 | i | -9.5
O=C(c1cc(=O)[nH]c2ccccc12)N1CCc2ccccc2C1 | i | i | i | i | i | 11.4 | i | i | -4.0 | i | -12.4

Ordered by length of the SMILES (low to high): part of the list above.
SMILES | TRPC4 potent | TRPC4 act | KCNQ1 pot | KCNQ1 block | KCNK3 block | DYRK1A inh | TMEM16A act | KCNK9 inh | HDAC3 inhib | ANO1 block | hERG protect
O=C(NCc1ccco1)/C(=C\c1ccco1)NC(=O)c1ccco1 | i | i | i | i | i | -2.3 | i | i | / | i | -9.8
Cc1ccc(-c2nn(CCC(=O)NN3CCOCC3)c(=O)c3ccccc23)cc1 | i | i | i | i | i | / | i | i | 8.8 | i | -6.4
COc1ccc(N(CCCN2C(=O)c3cccc4cccc(c34)C2=O)C(=O)c2cccc(OC)c2)cc1 | i | i | i | i | i | -5.0 | i | i | / | i | -9.3

Among those listed so far, these have an NH in an aromatic ring.
SMILES | TRPC4 potent | TRPC4 act | KCNQ1 pot | KCNQ1 block | KCNK3 block | DYRK1A inh | TMEM16A act | KCNK9 inh | HDAC3 inhib | ANO1 block | hERG protect
Cc1ccc(-c2cc(C(=O)Nc3c(C)n(C)n(-c4ccccc4)c3=O)[nH]n2)c(O)c1C | i | i | i | i | i | -4.6 | i | i | 4.1 | i | -19.8
CCCCn1c(N)c(N(CC(C)C)C(=O)c2ccc(S(=O)(=O)N3CCC(C)CC3)cc2)c(=O)[nH]c1=O | i | i | i | i | i | 11.1 | i | i | 2.5 | i | -18.4
O=C(c1cc(=O)[nH]c2ccccc12)N1CCc2ccccc2C1 | i | i | i | i | i | 11.4 | i | i | -4.0 | i | -12.4

Screening results as filed in PubChem.
